PP5 inh: inhibitors of human protein phosphatase 5 (PP5). P53041. purified PP5c, OMFP substrate fluorescence. inhibition, % at 6.7 µM. 320,000 tested, 0.18% active;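 active means inhibition above the campaign's mean inhibition across all tested compounds plus 3 SD, cut at about 9.5% in these data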;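 further: 0% = DMSO only and 100% = 100 µM cantharidin control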
ZTA counter: ZTA (EBV) inhibition in EBNA-1 counter-screen | 320,000 tested, 0.15% active | inhibition, % at 11 µM | P03206 | ZTA-DNA binding, fluorescence polarization; in the data active means inhibition above about 33%
Target sequence (P03206 whole entry, looked up): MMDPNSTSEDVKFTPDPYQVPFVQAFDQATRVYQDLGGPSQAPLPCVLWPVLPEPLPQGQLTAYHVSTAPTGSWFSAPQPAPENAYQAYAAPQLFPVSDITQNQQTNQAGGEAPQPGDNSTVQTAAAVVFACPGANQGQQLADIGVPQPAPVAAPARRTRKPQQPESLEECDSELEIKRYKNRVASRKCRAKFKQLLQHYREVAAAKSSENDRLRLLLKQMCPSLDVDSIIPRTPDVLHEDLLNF
TPT1 inh: C. albicans TPT1 enzyme inhibition | inhibition, % at 5 µM | recombinant caTPT1, FP RNA substrate dephosphorylation | 300,000 tested, 0.81% active;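 active means inhibition above the mean of all tested compounds plus 3 SD, set per screening campaign, cut at about 24% in these data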;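 further: plate controls were DMSO alone for no effect and ferristatin control at 100 nM for full effect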
GASC-1 inh: blocks human GASC-1 demethylase activity. Q9H3R0. GST-JMJD2C(1-420) H3K9me3 demethylation, DELFIA europium. inhibition, % at 2.35 µM. 330,000 tested, 0.069% active;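 active means more than half of a compound's replicate wells show inhibition beyond 50%, single wells judged on their own value; inconclusive means some, but no more than half, of replicates pass 50% inhibition; inactive means no replicate passes 50% inhibition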;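 further: signal counts dimethyl H3K9 product captured on neutravidin plate; 0% = median of DMSO wells and 100% = 0.3 times that DMSO median; strong numbers were not always called active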
Target sequence (Q9H3R0 1-420 limits assumed): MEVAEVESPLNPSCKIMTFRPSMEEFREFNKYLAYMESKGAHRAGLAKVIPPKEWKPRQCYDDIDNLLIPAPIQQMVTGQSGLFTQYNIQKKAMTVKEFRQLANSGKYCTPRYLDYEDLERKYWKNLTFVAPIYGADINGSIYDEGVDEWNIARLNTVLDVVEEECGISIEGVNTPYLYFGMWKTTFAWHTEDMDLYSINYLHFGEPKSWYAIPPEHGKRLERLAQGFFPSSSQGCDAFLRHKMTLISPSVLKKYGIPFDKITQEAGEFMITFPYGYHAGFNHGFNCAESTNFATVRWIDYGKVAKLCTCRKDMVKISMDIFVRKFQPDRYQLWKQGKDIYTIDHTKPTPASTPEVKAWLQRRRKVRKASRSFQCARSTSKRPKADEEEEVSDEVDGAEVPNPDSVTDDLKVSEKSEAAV
CTSL1 counter: cathepsin L1 inhibition, PFM18AAP counter-screen | recombinant F. hepatica cathepsin L1, Z-Leu-Arg-MCA fluorescence | inhibition, % at 5.96 µM | 300,000 tested, 0.49% active;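 active means inhibition above the mean of all tested compounds plus 3 SD, set per screening campaign, cut at about 17% in these data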;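 further: 0% = plate median of test compound wells and 100% = 1 µM Z-Phe-Ala-diazomethylketone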
HCV core dimer: HCV core protein dimerization inhibition | inhibition, % at 5 µM | TR-FRET GST/Flag-core106 dimerization, 1536-well | AID 1899 | 300,000 tested, 0.33% active;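 active means inhibition above the mean of all tested compounds plus 3 SD, set per screening campaign, cut at about 45% in these data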
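Material: Tagged HCV core106 pair (GST and Flag) | Amount: GST-core106 13.5 nM, Flag-core106 17 nM | Medium: KF-containing HEPES buffer, pH 7.45, DTT, CHAPS, BSA | Reagent: Eu donor and XL665 acceptor anti-tag antibodies | Schedule: 4 h at 22.5 °C | Technique: Time-resolved FRET, ex 340 nm, em 617 and 671 nm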
Yeast superoxide: lowers age-related superoxide in aged yeast cells; S. cerevisiae aged cells, superoxide DHE fluorescence; hits give low values; superoxide response (% of plate mean), % at 10 µM; 330,000 tested, 0.18% active; AID 2690;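 active means superoxide response under a set limit, about three screen SD below normal, cut at about 65% in these data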;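 further: yeast aged for seven days with compound at 30 °C before DHE staining; 100% = average MFI of all compound-treated wells on the plate with controls excluded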
EBNA-1 inh: blocks EBNA-1 binding to DNA. AID 1950. 300,000 tested, 0.34% active. inhibition, % at 14.8 µM. EBNA-1 DNA binding, fluorescence polarization; in the data active means inhibition above about 28%
PP1 inh: blocks human PP1-alpha phosphatase, a PP5 counter-screen; P62136; purified PP1alpha, OMFP fluorescence; inhibition, % at 6.7 µM; 320,000 tested, 0.9% active; AID 2235;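 active means inhibition above the mean inhibition of all tested compounds plus 3 SD, computed separately for each screening campaign, cut at about 15% in these data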
Target sequence (P62136 whole entry, looked up): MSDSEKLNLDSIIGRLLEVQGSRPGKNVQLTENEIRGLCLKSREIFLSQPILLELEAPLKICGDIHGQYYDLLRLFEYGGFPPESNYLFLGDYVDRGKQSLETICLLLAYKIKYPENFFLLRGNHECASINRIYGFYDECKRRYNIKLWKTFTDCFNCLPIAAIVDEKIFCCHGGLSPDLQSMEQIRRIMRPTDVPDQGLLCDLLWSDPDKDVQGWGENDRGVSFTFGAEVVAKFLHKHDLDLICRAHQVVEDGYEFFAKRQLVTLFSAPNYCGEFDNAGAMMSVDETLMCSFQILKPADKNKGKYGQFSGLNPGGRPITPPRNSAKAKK
The depositor's hits bear a star; i = inactive; ? = inconclusive; nt = no result given; & = joins results of further samples.

SMILES | PP5 inh | ZTA counter | TPT1 inh | GASC-1 inh | CTSL1 counter | HCV core dimer | Yeast superoxide | EBNA-1 inh | PP1 inh
CCCOc1cccc(NC(=O)c2cc(C)oc2C)c1 | -0.2 | 3 | -8 | 7 | 10 | 5 | 91 | -2 | -3
N#CCC(=O)Nc1ccc(C(=O)NCC(c2ccco2)N2CCCCC2)cc1 (stereo not drawn) | 0.8 | 3 | 48* | 0 | 4 | 11 | 101 | 9 | 3
COc1ccccc1C(CNc1nc(C(F)(F)F)nc2ccccc12)N(C)C (stereo not drawn) | 1.6 | -1 | 1 | -5 | -5 | 12 | 127 | 1 | -2
Cn1c(=O)c2c(nc(-n3ccnc3)n2Cc2ccccc2)n(C)c1=O | 1.4 | 9 | -3 | ? | -2 | 11 | 105 | -20 | 0
O=C(O)c1cccc(S(=O)(=O)Nc2ccc3[nH]c(=O)[nH]c3c2)c1 | 3.3 | -11 | -4 | 0 | 4 | -7 | 95 | -4 | 3
CCCCc1ccc(NC(=S)NCc2cccs2)cc1 | 2.0 | -1 | 2 | 10 | -1 | 4 | 101 | 0 | 4
O=C(O)CC(C(=O)OCCOc1ccccc1)N1CCOCC1 (stereo not drawn) | -1.8 | 4 | 0 | -3 | -2 | -4 | 94 | -1 | -1
COCCN(C(=O)Cc1coc2cc(C)c(C)cc12)c1c(N)n(Cc2ccccc2)c(=O)[nH]c1=O | -0.2 | -11 | 2 | -3 | -1 | -1 | 100 | 2 | 13
O=C(Nc1nnc(SCCN2CCOCC2)s1)C1CC(=O)N(c2ccc(F)cc2)C1 (stereo not drawn) | 0.9 | -7 | -1 | -6 | 3 | 31 | 93 | -4 | 1
O=c1c(CN2CCN(c3cccc(Cl)c3)CC2)coc2c(Cl)cc(Cl)cc12 | 0.6 | -5 | 1 | -4 | -3 | -1 | 92 | 4 | -1
CC(C)NC(=O)c1cc(-c2ccc3c(c2)OCO3)on1 | -6.3 | -3 | 4 | -12 | -2 | -3 | 96 | -20 | -7
CN(C(=O)c1ccc(S(=O)(=O)NC2CCCC2)cc1)C1CCCCC1 | -0.1 | 0 | 5 | 5&-2 | 5 | -3 | 114 | 4 | 1
O=C(COC(=O)CSc1nnc(-c2ccc(Cl)cc2)o1)Nc1cc(Cl)ccc1Cl | 0.9 | -6 | -1 | 5 | -2 | -1 | 103 | -1 | 1
CC(C)(C)c1ccc(C(=O)Nc2cccc3c(=O)[nH][nH]c(=O)c23)cc1 | 2.6 | -12 | 0 | 6 | 4 | 1 | 120 | 1 | -1
CC(C)N1CCc2c(sc(NC(=O)c3cc(-c4cccs4)nc4ccccc34)c2C(N)=O)C1 | 5.2 | 9 | 44* | -12 | 4 | -16 | 98 | 3 | 3
CCCCC#Cc1cncc(C(=O)N/N=C/c2ccccc2)c1 | 7.2 | -8 | -2 | 2 | 1 | -1 | 116 | -9 | -3
CCCC(=O)N1CCN(c2nc3c(OC)ccc(Cl)c3s2)CC1 | 3.9 | -18 | -1 | -4 | -4 | -3 | 88 | -27 | -1
Clc1ccccc1CSc1nc2ccncc2[nH]1 | 2.6 | 8 | -1 | -3 | 1 | 8 | 89 | 5 | -2
Cc1cc([N+](=O)[O-])ccc1NC(=O)/C=C/c1cccs1 | 4.5 | -12 | 2 | 3 | 0 | 10 | 102 | 3 | 2
CCCCC(=O)Nc1cccc(NC(=S)NC(C)=O)c1 | 0.7 | 6 | -4 | -4 | -2 | 4 | 111 | -3 | -3
COc1ccc(Cn2c(-c3ccc(Br)cc3)c[n+]3ccccc23)cc1 | 0.6 | 8 | -1 | 8 | 1 | -3 | 97 | 3 | -5
CCCCN1C(=O)c2ccc(C(=O)Nc3ccc(S(=O)(=O)N(C)C)cc3)cc2C1=O | 3.6 | 12 | -1 | -23 | 5 | 11 | 104 | 21 | 0
CN(C(=O)C1CCCN(c2ncnc3c2nc2n3CCCCC2)C1)c1cccc(Cl)c1 (stereo not drawn) | 0.7 | -13 | -3 | 0 | 9 | 0 | 113 | 5 | -1
CC(C)CCN(C(=O)Cc1ccccc1F)c1c(N)n(Cc2ccccc2)c(=O)[nH]c1=O | 0.4 | -5 | -4 | -6 | -3 | 4 | i | -3 | 1
COc1cccc(C(=O)NNC(=O)Cc2cccs2)c1 | -1.4 | 3 | 2 | 4 | -1 | -1 | 102 | 9 | 8
Next part.
SMILES | PP5 inh | ZTA counter | TPT1 inh | GASC-1 inh | CTSL1 counter | HCV core dimer | Yeast superoxide | EBNA-1 inh | PP1 inh
CC(C)(C)NS(=O)(=O)c1ccc(OCC(=O)NCCC2=CCCCC2)cc1 | -0.7 | -2 | -3 | -4 | 2 | 3 | 87 | 7 | 0
NC(=O)CC(NC(=O)Cc1ccc(Br)cc1)c1ccc(N2CCC(Cc3ccccc3)CC2)c([N+](=O)[O-])c1 (stereo not drawn) | 0.1 | 5 | -4 | -3 | 1 | 8 | 103 | 19 | 23*
CC(C)CN(C(=O)COC(=O)c1ccc(Br)cc1)c1c(N)n(Cc2ccccc2)c(=O)[nH]c1=O | -1.4 | -7 | 0 | -27 | 1 | -1 | 98 | -3 | 0
Cc1ccc2cc(CCNC(=O)c3ccco3)c(=O)[nH]c2c1C | 1.2 | -1 | 0 | -6 | -2 | -8 | 94 | 4 | 2
COC(=O)C(CSCc1ccccc1)NC(=O)CSc1nc(N)cc(=O)[nH]1 (stereo not drawn) | 0.5 | -14 | -1 | -6 | -3 | -5 | 108 | 3 | -2
O=S(=O)(Nc1cccc(-c2cn3c(n2)SCC3)c1)c1cccs1 | -9.1 | 1 | -3 | 7 | 8 | -6 | 91 | -2 | 0
CC(=O)Nc1cccc(OCC(=O)Nc2ccc(F)cc2)c1 | 0.2 | 9 | -2 | -12 | -3 | -3 | 103 | 4 | -7
CCSc1nnc2c(n1)OC1(CCCC1)Nc1ccccc1-2 | 1.6 | -10 | -3 | -8 | 0 | 2 | 102 | -5 | 7
COc1cc(OC)cc(C(=O)NCc2n[nH]c(=S)n2-c2ccccc2OC)c1 | -0.3 | -3 | 0 | -4 | -5 | 4 | 101 | -3 | -2
CC(=O)c1ccc(OCC(O)CN2CCN(Cc3ccc4c(c3)OCO4)CC2)cc1 (stereo not drawn) | -1.0&-1.0 | -13&17 | -4&0 | 1&-12 | -1&-1 | 6&-4 | 106&91 | 0&6 | -10&-6
O=C(Nc1nnc(Cc2ccccc2)s1)c1cnccn1 | -2.0 | -18 | 1 | 18 | -2 | -3 | 108 | 6 | 0
CC(=O)Nc1ccc(NC(=O)CSc2nnc(C3CC3)n2-c2ccccc2)cc1 | 2.1 | 1 | nt | 1 | nt | nt | 109 | nt | -2
CCOC(=O)C(CC(=O)O)=C(c1ccccc1)c1ccccc1 | -0.8 | 6 | -1 | -11 | 1 | -6 | 91 | -16 | 0
Cc1nc2ccc([N+](=O)[O-])cc2c(=O)n1Cc1ccc(Br)cc1 | 0.3 | -5 | -1 | 26 | 0 | -1 | 96 | -12 | -1
COc1ccc(CN(C)C(=O)c2cnc(OC)cc2C(F)(F)F)c(OC)c1 | -1.0 | -6 | 1 | -4 | -1 | -1 | 85 | 8 | -2
COc1ccc(S(=O)(=O)NCc2ccco2)cc1N(C)S(=O)(=O)c1ccccc1 | 2.6 | -12 | 3 | 3 | 1 | -1 | 99 | 2 | -2
O=C(NCCCc1ccccc1)c1cccs1 | 4.9 | -16 | -1 | -9 | -2 | 1 | 111 | -10 | 0
CCCCc1n[nH]c2c1/C(=N/O)CC(C)(C)C2 | 2.7 | -4 | -12 | -2 | 1 | 0 | 101 | -5 | 1
CCCOC(=O)Cc1n[nH]c(=O)[nH]c1=O | -1.8 | 27 | -6 | 1 | 1 | -2 | 98 | 3 | -1
CCCCNC(=S)NNC(=O)c1csc(C(C)C)c1 | 0.2 | 14 | 1 | 8 | -2 | -2 | 107 | -2 | -3
[2H]c1c([2H])c([2H])c(-c2nc(N3CCCCCC3)sc2C(=O)c2ccccc2)c([2H])c1[2H] | -1.6 | 6 | -1 | 8 | -3 | -39 | 97 | 4 | 4
COc1ccc(N2CCN(C(=O)Cc3ccc(Cl)cc3)CC2)cc1 | -1.5 | -5 | 0 | -4 | -1 | 1 | 95 | 18 | 3
Cc1csc(NC(=O)CNC(=O)OCc2ccccc2)n1 | -1.0 | -4 | -2 | 23 | 0 | -9 | 94 | 14 | -2
CC(=O)OCC1=C(C(=O)O)N2C(=O)[C@@H](NC(=O)Cc3cccs3)[C@H]2SC1 | 1.4 | 17 | 7 | 25 | 1 | -2 | 92 | 15 | -3
O=C(NCc1cccs1)C1CCN(S(=O)(=O)c2ccc3c(c2)OCCO3)CC1 | -0.1 | 4 | -4 | 3 | 5 | 3 | 106 | 7 | 1

Some of the entries so far, with two lines to a compound.
Every second line gives: PP5 inh, ZTA counter, TPT1 inh, GASC-1 inh, CTSL1 counter, HCV core dimer, Yeast superoxide, EBNA-1 inh, PP1 inh
O=C(NCCCc1ccccc1)c1cccs1
  4.9, -16, -1, -9, -2, 1, 111, -10, 0
CC(=O)c1ccc(OCC(O)CN2CCN(Cc3ccc4c(c3)OCO4)CC2)cc1 (stereo not drawn)
  -1.0&-1.0, -13&17, -4&0, 1&-12, -1&-1, 6&-4, 106&91, 0&6, -10&-6
CCCCc1n[nH]c2c1/C(=N/O)CC(C)(C)C2
  2.7, -4, -12, -2, 1, 0, 101, -5, 1
COc1cc(OC)cc(C(=O)NCc2n[nH]c(=S)n2-c2ccccc2OC)c1
  -0.3, -3, 0, -4, -5, 4, 101, -3, -2

Compound profiles, from the list above:
CCOC(=O)C(CC(=O)O)=C(c1ccccc1)c1ccccc1 as listed: PP5 inh: -0.8; ZTA counter: 6; TPT1 inh: -1; GASC-1 inh: -11; CTSL1 counter: 1; HCV core dimer: -6; Yeast superoxide: 91; EBNA-1 inh: -16; PP1 inh: 0
NC(=O)CC(NC(=O)Cc1ccc(Br)cc1)c1ccc(N2CCC(Cc3ccccc3)CC2)c([N+](=O)[O-])c1 (stereo not drawn) as listed: PP5 inh: 0.1; ZTA counter: 5; TPT1 inh: -4; GASC-1 inh: -3; CTSL1 counter: 1; HCV core dimer: 8; Yeast superoxide: 103; EBNA-1 inh: 19; PP1 inh: 23*

Next section.
SMILES | PP5 inh | ZTA counter | TPT1 inh | GASC-1 inh | CTSL1 counter | HCV core dimer | Yeast superoxide | EBNA-1 inh | PP1 inh
CCC(C)Sc1nnc(CNC(=O)C23CC4CC(CC(C4)C2)C3)n1C1CCCCC1 (stereo not drawn) | -1.8 | -10 | 1 | 3 | 3 | 8 | 109 | 0 | 0
CCOC(=O)CCCOC(=O)c1ccc(S(=O)(=O)N(C)C)cc1 | 0.2 | -3 | -5 | -1 | 1 | 0 | 91 | -7 | -1
Cc1ccc(NC(=O)c2cc(S(=O)(=O)N3CCCCC3)c[nH]2)cc1C | -1.7 | 16 | -1 | 1 | -3 | 5 | 82 | 13 | -3
COc1ccc(/C=C2\CCn3c2nc2ccccc2c3=O)cc1OC | 0.3 | -6 | -1 | 4 | 3 | -3 | 114 | -7 | 2
CC(C)(C)c1cc(N)n(-c2ccc(C(=O)O)cc2)n1 | -3.4 | 16 | 2 | 12 | 0 | -4 | 101 | 1 | -2
CCCN(CC(=O)Nc1ccc(F)c(F)c1F)C(=O)C1CC(=O)N(Cc2ccccc2)C1 (stereo not drawn) | 0.9 | -3 | 0 | 34 | -6 | -3 | 84 | 8 | -5
CCNS(=O)(=O)c1ccc(CCC(=O)Nc2ccc3c(c2)OCCO3)cc1 | -1.0 | -14 | 2 | 6 | 4 | 2 | 100 | -9 | -3
CCc1nnc(NC(=O)[C@@H](NC(=O)c2cc(OC)cc(OC)c2)C(C)C)s1 | 1.7 | 117* | -2 | 1 | 0 | 4 | 104 | 8 | 2
COC(=O)c1ccccc1NC(=S)N(Cc1ccc2c(c1)OCO2)Cc1cc2cccc(C)c2[nH]c1=O | 2.9 | -5 | 0 | 17 | 2 | 3 | 103 | 4 | 6
